# TMEM16A inh – blocks the mouse calcium-activated chloride channel TMEM16A. Q8BHY3. HEK293 TMEM16A/YFP iodide influx fluorescence, ionomycin. normalized B-score (activity score, 25-100; higher = stronger inhibition) at 10 µM. actives 1.2% (n = 310,000). AID 588511;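 active means ratio plate-corrected score three or more library SD toward inhibition, starting fluorescence score within five deviations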;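 further: score derived from kinetic fluorescence span divided by baseline fluorescence per well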
# MrgX1 antagonist – blocks BAM8-22 activation of human MrgX1 receptor; Q96LB2; MRGX1-HEK293 calcium flux, Fluo-4, BAM8-22 antagonism; active compounds read low; B-score at 10 µM; actives 1.3% (n = 310,000); AID 588676;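 active means calcium-response B-score plate-corrected more than 3 library SD below zero, starting fluorescence within 5 deviations, no agonist response on first addition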;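 further: peak minus trough fluorescence over baseline after final BAM8-22 challenge near maximal dose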
# Target sequence (Q96LB2 whole entry, looked up): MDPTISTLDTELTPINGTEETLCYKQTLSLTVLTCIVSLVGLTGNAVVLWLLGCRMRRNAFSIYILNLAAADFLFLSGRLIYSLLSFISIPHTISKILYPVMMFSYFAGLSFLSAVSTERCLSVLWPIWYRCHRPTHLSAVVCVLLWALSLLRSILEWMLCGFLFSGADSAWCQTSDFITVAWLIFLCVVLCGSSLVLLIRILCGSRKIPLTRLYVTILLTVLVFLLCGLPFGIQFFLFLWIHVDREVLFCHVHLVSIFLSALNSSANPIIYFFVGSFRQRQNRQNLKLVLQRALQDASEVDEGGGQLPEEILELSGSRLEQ
# TRPC6 act – activators of mouse TRPC6 channel. Q61143. HEK293-TRPC6 membrane potential dye fluorescence; active compounds read high. B-score at 10 µM. actives 0.13% (n = 310,000);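 active means B-score of the integrated fluorescence ratio above library mean plus 3 SD, and starting fluorescence ratio within library mean plus 5 SD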;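 further: higher score means more depolarization so channel activation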
# TRPC4 inh – blocks the mouse TRPC4 cation channel. Q9QUQ5. HEK293 TRPC4beta/mu-opioid, DAMGO-evoked Fluo4 calcium flux; active compounds read low. B-score at 10 µM. actives 0.39% (n = 300,000);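 active means B-score over 3 SD under the library average, no early fluorescence shift, positive overall ratio signal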
#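 Material: HEK293 cells with stable TRPC4beta plus mu-opioid receptor expression / Probe or stimulus: DAMGO in two steps, submaximal then maximal / Compound: single concentration per test compound / Technique: kinetic Fluo4 fluorescence imaging of calcium influx / Read-out: per-well B score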
# TRPC4 act – TRPC4 (mouse) channel activation; actives 0.49% (n = 310,000); B-score at 10 µM; HEK293 TRPC4beta/mu-opioid, Fluo4 calcium fluorescence; active compounds read high; AID 2237;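 active means B-score above 5 SD of library B-scores, and initial fluorescence ratio not above library mean plus 5 SD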;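 further: positive B-score marks a calcium rise read as TRPC4 activation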
#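 Incubation: 45 min room-temperature Fluo4 loading, 110 s read / System: HEK293 cells stably co-expressing mouse TRPC4beta and mu-opioid receptor / Signal: Fluo4 fluorescence, kinetic / Control set: buffer (low) and maximal DAMGO (high) / Measure: integrated baseline-normalised fluorescence ratio, converted to per-well B score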
# MrgX1 allo act – allosterically activates human MrgX1 receptor signaling. actives 0.63% (n = 310,000). B-score at 10 µM. MrgX1-HEK293, Fluo-4 calcium flux, FDSS; active compounds read high;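 active means plate-corrected calcium response at least 3 library SD above typical, normal starting fluorescence, not activating the receptor alone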;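 further: compound read alongside a low EC10 to EC30 dose of BAM8-22 agonist; peak minus trough fluorescence over baseline measured at the second addition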
# ANO1 activ – activators or potentiators of mouse TMEM16A chloride channel; Q8BHY3; HEK293 TMEM16A/YFP-H148Q/I152L, iodide quench fluorescence; active compounds read low; B-score at 10 µM; actives 0.3% (n = 340,000); AID 623877;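 active means fluorescence-ratio B-score plate-corrected deviation score at least 3 library SD below zero, with starting fluorescence score within 5 deviations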;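 further: channel opened by trigger with iodide after compound preincubation; score built on the fluorescence ratio of max minus min over baseline; more negative score means more quench and so TMEM16A activation or potentiation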
# MrgX1 agonist – activates human MrgX1 receptor signaling. AID 588627. Q96LB2. MrgX1-HEK293 cells, Fluo-4 calcium fluorescence, agonist mode; active compounds read high. B-score at 10 µM. actives 0.44% (n = 310,000);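 active means calcium response B-score plate-corrected fluorescence ratio at least 3 library SD, with starting fluorescence B-score inside 5 SD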
#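 Material: HEK293 cells stably expressing human MrgX1 receptor | Quantity: 15,000 cells per well | Times: Cells plated overnight, dye loaded 0.5 h 37 °C, 0.5 h room temperature | Measured by: Kinetic Fluo-4 NW fluorescence of intracellular calcium | Control set: Positive and negative controls per plate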
# TRPC4 PAM – allosterically enhances the mouse TRPC4 cation channel. HEK293 TRPC4beta/mu-opioid, DAMGO EC20, Fluo-4 Ca2+ flux; active compounds read high. B-score at 10 µM. actives 0.42% (n = 310,000). AID 2227;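 active means B-score of calcium response area above 5 SD of library B-scores, with initial fluorescence ratio within 5 SD of library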;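 further: B-score of integrated fluorescence ratio over time as area under calcium response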
# RGS4 inh – human RGS4 inhibition. B-score at 10 µM. P49798. actives 0.45% (n = 310,000). HEK293 M3R/RGS4 inducible, Fluo-4 calcium flux; active compounds read high; triggered by carbachol at its EC20;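 active means B-score, a plate-corrected calcium signal, over three deviations above library mean, with baseline fluorescence within five deviations of library mean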;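 further: RGS4 expression induced by doxycycline in cells with stable M3 receptor; B-score is computed from the integrated fluorescence ratio over baseline after carbachol; higher B-score means a larger calcium signal and so more RGS4 inhibition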
# Target sequence (P49798 whole entry, looked up): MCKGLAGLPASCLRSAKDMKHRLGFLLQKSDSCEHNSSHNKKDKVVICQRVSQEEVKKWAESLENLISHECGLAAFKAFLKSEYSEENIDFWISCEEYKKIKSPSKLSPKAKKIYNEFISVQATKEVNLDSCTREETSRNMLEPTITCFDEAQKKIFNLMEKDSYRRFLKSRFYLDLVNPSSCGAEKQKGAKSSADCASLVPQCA
# TRPC6 inhibitor – blocks the mouse TRPC6 cation channel | Q61143 | HEK293-TRPC6, membrane potential dye, ACh-evoked depolarization; active compounds read low | B-score at 10 µM | actives 1.1% (n = 310,000) | AID 2553;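 active means B-score under library mean minus 3 SD, initial fluorescence not abnormally high, positive integrated signal ratio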;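 further: B-score derived from integrated fluorescence ratio over the kinetic read; more negative B-score means stronger inhibition of depolarization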
# Active calls of the source: *; i = inactive; x = no result given. Compounds as they come; 5.8% or so of the library scored in one or more.
SMILES,TMEM16A inh,MrgX1 antagonist,TRPC6 act,TRPC4 inh,TRPC4 act,MrgX1 allo act,ANO1 activ,MrgX1 agonist,TRPC4 PAM,RGS4 inh,TRPC6 inhibitor
COCCCN1C(=O)c2ccc(C(=O)Nc3ccccc3OC)cc2C1=O,i,i,i,i,i,i,i,i,i,i,i
O=C(N/N=C/c1ccco1)c1ccc(OCc2ccccc2)cc1,i,i,i,i,i,i,i,i,i,i,i
Nc1nc(SCC(=O)NCCC(c2ccccc2)c2ccccc2)n[nH]1,i,i,i,i,i,i,i,i,i,i,i
CCCOc1cccc(NC(=O)c2c(-c3ccccc3)noc2C)c1,i,i,i,i,i,i,i,i,i,i,i
CCOc1ccc(-c2cccc(NC(=O)c3ccco3)c2)nn1,i,i,i,i,i,i,i,i,i,i,i
O=C(/C=C/c1ccco1)NCC(=O)N/N=C/c1ccccc1[N+](=O)[O-],i,i,i,i,i,i,i,i,i,i,i
O=C(O)c1ccccc1-c1ccccc1C(=O)Nc1ccccc1Br,i,i,i,i,i,i,i,i,i,i,i
COc1ccc(CCNC(=O)c2ccccc2-c2ccccc2C(=O)O)cc1OC,i,i,i,i,i,i,i,i,i,i,i
COc1ccccc1NC(=O)COc1ccc(-c2nn(C)c(=O)c3ccccc23)cc1,i,i,i,i,i,i,i,i,i,i,i
CN1CCN(c2ccccc2NC(=O)c2ccc(-c3ccccc3[N+](=O)[O-])o2)CC1,i,i,i,i,i,i,i,i,i,i,i
Cc1ccc(NN=Nc2nc3c([nH]2)c(=O)n(C)c(=O)n3C)cc1,i,i,i,i,i,i,i,i,i,i,i
C=CCn1c(SCC(=O)NC(=O)NCCC)nnc1C1CCCCC1,i,i,i,i,i,i,i,i,i,i,i
CC(C)(C)C(=O)Cn1c(NCCCO)nc2ccccc21,i,i,i,i,i,i,i,i,i,i,i
CCC(=O)Nc1nc2ccccc2n1CCN1CCOCC1,i,i,i,i,i,i,i,i,i,i,i
O=C(CNS(=O)(=O)c1ccccc1)OCC(=O)c1ccc(Br)cc1,i,i,i,i,i,i,i,i,i,i,i
CCOC(=O)c1c(C)c(C(=O)NCc2ccccn2)c(C)n1C,i,i,i,i,i,i,i,i,i,i,i
O=C(Nc1cc(C(F)(F)F)ccc1N1CCOCC1)c1n[nH]c(=O)c2ccccc12,i,i,i,i,i,i,i,i,i,7.5*,i
Cc1nnsc1S(=O)c1ccc(Cl)c(Cl)c1 (configuration not stated),i,i,i,i,i,i,i,i,i,i,i
O=C(COC(=O)C12CC3CC(CC(Br)(C3)C1)C2)Nc1ccc2[nH]c(=O)[nH]c2c1,i,i,i,i,i,i,i,i,i,i,i
Cc1cccc(NC(=O)CSC(N)=O)c1C,i,i,i,i,i,i,i,i,i,i,i
CCC(=O)N1CCc2cc(Br)cc(S(=O)(=O)CCC(=O)N(CC)CC)c21,i,i,i,i,i,i,i,i,i,i,i
CS(=O)(=O)Nc1ccc(C2=NN(C(=O)c3ccco3)C(c3ccccc3F)C2)cc1 (configuration not stated),i,i,i,i,i,i,i,i,i,i,i
O=C(OCn1nnc2ccccc2c1=O)C1CCCCC1,i,-10*,i,i,i,i,i,i,i,i,i
N#CCCN1CCN(C(=S)c2ccc(-c3ccc(Cl)cc3)o2)CC1,i,i,i,i,i,i,i,i,i,i,i
O=C(Cn1cc(C(F)(F)F)ccc1=O)N/N=C/c1cccc(Cl)c1Cl,i,i,i,i,i,i,i,i,i,i,i
O=C(CN1C(=O)/C(=C/c2ccc(C(F)(F)F)cc2)Sc2ccccc21)NCCCN1CCOCC1,i,i,i,i,i,i,i,i,i,i,i
CC(C)N(C(=O)Cn1c(SCC(=O)NCc2ccc3c(c2)OCO3)nc2ccccc21)C(C)C,i,i,x,x,x,i,i,i,x,x,x
COc1cc(/C=N/NC(=O)c2cnccn2)cc(OC)c1OC,i,i,i,i,i,i,i,i,i,i,i
COc1ccc(C(C2C(=O)CC(C)(C)CC2=O)C2C(=O)CC(C)(C)CC2=O)cc1COCC(F)(F)F,i,i,i,i,i,i,i,i,i,i,i
CC1CCN(C(C(=O)Nc2ccc3c(c2)OCO3)c2ccccc2)CC1 (configuration not stated),i,i,i,i,i,i,i,i,i,i,i
Cc1cc(C)n(-c2ccc(C(=O)NC3=NCCS3)cc2)n1,i,i,i,i,i,i,i,i,i,i,i
CCCCNC(=O)c1cccnc1SCC(=O)Nc1ccccc1OC,i,i,i,i,i,i,i,i,i,i,i
CN(C(=O)COC(=O)/C=C/c1ccc2c(c1)OCO2)c1c(N)n(Cc2ccccc2)c(=O)[nH]c1=O,i,i,i,i,i,i,i,i,i,i,i
COCCNC(=O)Cn1cnc2c(cnn2-c2ccc(OC)cc2)c1=O,i,i,i,i,i,i,i,i,i,i,i
Cc1cccc(-n2c(SCc3ccc(C#N)cc3)nnc2-c2c[nH]c3ccccc23)c1,i,i,i,i,i,i,i,i,i,i,i
CCCc1cc(=O)oc2cc(OCc3cccc(OC)c3)c(Cl)cc12,i,i,i,i,i,i,i,i,i,i,i
O=C(NCc1cccs1)c1cc(S(=O)(=O)N2CCOCC2)c(Cl)cc1Cl,i,i,i,i,i,i,i,i,i,i,i
CN1CCN(C(=S)c2cn(Cc3ccc(F)cc3)c3ccccc23)CC1,i,i,i,i,i,i,i,i,i,i,i
O=C(CCc1nc2ccccc2c(=O)[nH]1)Nc1cccc(S(=O)(=O)N2CCCCC2)c1,i,i,i,i,i,i,i,i,i,i,i
c1ccc(-c2ccnc3nc(N4CCN(c5ccccc5)CC4)nn23)cc1,i,i,i,i,i,i,i,i,i,i,i
COc1cc(CN2CCN(Cc3ccco3)CC2)cc(OC)c1,i,i,i,i,i,i,i,i,i,i,i
O=C(Cn1cccc1)NC1CCCCCC1,i,i,i,i,i,i,i,i,i,i,i
CC1(c2nnc(-c3ccc(Cl)cc3)o2)CC(c2cccc(Cl)c2)=NO1 (configuration not stated),i,-5.9*,i,i,i,i,i,i,i,i,i
CCCCOc1ccc(OCCCC)c2c1NC1(N2)C(=O)N(C(C)=O)c2ccccc21,i,i,i,i,i,i,i,i,i,i,i
O=C(CCN1C(=O)/C(=C/c2ccco2)SC1=S)Nc1ccc(O)cc1C(=O)O,i,i,i,i,i,i,i,i,i,i,i
CCOc1ccccc1C(C(=O)NC1CCCCC1)N(C(=O)c1csnn1)C1CC1 (configuration not stated),i,i,i,i,i,i,i,i,i,i,i
CCOC(=O)N1CC(=O)Nc2ccc(Br)cc2C1c1ccccc1 (configuration not stated),i,i,i,i,i,i,i,i,i,i,i
Cc1ccc(SCCNC(=O)c2ccc(CN3CCOCC3)cc2)cc1,i,i,i,i,i,i,i,i,i,i,i
CCN(CC)C(=O)CN(C)S(=O)(=O)c1cccc2nsnc12,i,i,i,i,i,i,i,i,i,i,i
CCCCn1c(N)c(N(CC(C)C)C(=O)c2oc3c(Cl)cccc3c2C)c(=O)[nH]c1=O,i,i,i,i,i,i,i,i,i,i,i
N#Cc1c(C#N)c(-c2ccccc2)n(-c2ccccc2)c1N,i,i,i,i,i,i,i,i,i,i,i
O=C(CCS(=O)(=O)c1ccc(Cl)cc1)OCC(=O)N1CCCCC1,i,i,i,i,i,i,i,i,i,i,i
O=C(/C=N/O)NCc1ccncc1,i,i,i,i,i,i,i,i,i,i,i
Cc1ccc(-c2nc3[nH]c(=O)cc(NC(=O)C(C)C)n3n2)cc1,i,i,i,i,i,i,i,i,i,i,i
COc1cccc(C(=O)N2CCC(n3nccc3NC(=O)C3CCOC3)CC2)c1 (configuration not stated),i,i,i,i,i,i,i,i,i,i,i
O=C(O)c1[nH]c2ccc(Cl)cc2c1CC(=O)N1CCN(C(=O)c2ccco2)CC1,i,i,i,i,i,i,i,i,i,i,i
COc1c(OC(C)=O)c(=O)n2c3ccccc3c3ccnc1c32,i,i,i,i,i,i,i,i,i,i,i
O=C1CC2(CCN(C(=O)c3ccc(Cl)cc3)CC2)Oc2ccccc21,i,i,i,i,i,i,i,i,i,i,i
CCOC(=O)Cn1c(C)cc(=O)c2ccccc21,i,i,i,i,i,i,i,i,i,i,i
CCc1nc(SCC(=O)NC2CCCC2)c2oc3ccccc3c2n1,i,i,i,i,i,i,i,i,i,i,i

# More structures:
SMILES,TMEM16A inh,MrgX1 antagonist,TRPC6 act,TRPC4 inh,TRPC4 act,MrgX1 allo act,ANO1 activ,MrgX1 agonist,TRPC4 PAM,RGS4 inh,TRPC6 inhibitor
COc1ccc(/C=C/C(=O)c2ccccn2)cc1,i,i,i,i,i,i,i,i,i,i,i
CC(C)C[C@@]12C(=O)N(c3ccc(Br)cc3)C(=O)N1[C@H](c1ccc(Br)cc1)[C@@H]1C(=O)N(C(C)(C)C)C(=O)[C@@H]12,i,i,i,i,i,i,i,i,i,i,i
O=C(Nc1c2c(nn1-c1ccccc1)CS(=O)C2)c1ccco1 (configuration not stated),i,i,i,i,i,i,i,i,i,i,i
Cc1ccc(C(=O)OCC(=O)NNC(=O)c2ccc([N+](=O)[O-])cc2)o1,i,i,i,i,i,i,i,i,i,i,i
COc1cc(NS(=O)(=O)c2ccc(NC(=O)c3cccs3)cc2)nc(OC)n1,i,i,i,i,i,i,i,i,i,i,i
CCCCCOC(=O)c1[nH]c2c(c1C)C(=O)CC(c1ccco1)C2 (configuration not stated),i,i,i,i,i,i,i,i,i,i,i
COc1ccc(-c2sc3ccccc3c2C#CC2(O)CCCCC2)cc1,i,i,i,i,i,i,i,i,i,i,i
CCOc1ccc(NC(=O)CN2CCN(CC(=O)Nc3ccc(C(N)=O)cc3)CC2)cc1,i,i,i,i,i,i,i,i,i,i,i
Cc1ccc(NC(=O)CSc2nc3ccccc3nc2N2CCOCC2)cc1,i,i,i,i,i,i,i,i,i,i,i
CCOC(=O)c1cc(C(C)(C)C)nc(SC)c1C#N,i,i,i,i,i,i,i,i,i,i,i
